NCI-60 one-dose screen, 48 h, at 10 µM unless noted. Numbers give growth in % (100 = growth as untreated, 0 = no growth, -100 = all killed).
SK-MEL-28: SK-MEL-28 melanoma. actives 4.1% (n = 81,000)
UACC-257: UACC-257 melanoma; actives 4.4% (n = 78,000); AID 1794764
MDA-MB-435: MDA-MB-435 melanoma | actives 7.8% (n = 82,000)
MALME-3M: MALME-3M melanoma; AID 1794766; actives 5.8% (n = 78,000)
UACC-62: UACC-62 melanoma; actives 5.4% (n = 81,000); AID 1794756
M14: M14 melanoma | actives 6.2% (n = 80,000) | AID 1794745
SK-MEL-2: SK-MEL-2 melanoma | actives 4.7% (n = 77,000)
SK-MEL-5: SK-MEL-5 melanoma. actives 6.4% (n = 80,000). AID 1794755
The depositor's hits bear a star; . = no result given; [ ] = another dose, or the depositor's remark. How the source made its calls: active means growth percent below 10; inactive means the rest.

Second line of a record: SK-MEL-28	UACC-257	MDA-MB-435	MALME-3M	UACC-62	M14	SK-MEL-2	SK-MEL-5
(1) C#C[C@]1(O)CC[C@H]2[C@@H]3CC=C4c5sc(Nc6ccccc6)nc5CC[C@]4(C)[C@H]3CC[C@@]21C
→ -20*	30	34	26	20	2.6*	17	14
(2) O=C1N/C(=N/c2ccccn2)S/C1=C/c1ccc(Cl)cc1
→ 116	106	105	97	92	102	113	88
(3) Cc1nc(Cl)c2c(n1)N(C)c1ccc(Cl)cc1C(C)C2 (centres undefined)
→ 105	88	86	96	65	87	96	83
(4) COc1cc2c3c([nH]c(=O)c2cc1OC)CCCC3
→ 104	106	100	114	101	102	101	99
(5) OC(COc1ccccc1)CN1CCN(c2ccc(Cl)cc2)CC1 (centres undefined)
→ 97	88	121	128	90	101	104	96
(6) CCN(CC)CCCNc1c2ccc(Cl)cc2nc2ccc(OC)cc12
→ -72*	33	-90*	-60*	50	-79*	-3.6*	-96*
(7) COc1ccc(/C=C2\SC(=O)NC2=O)cc1
→ 101	90	97	86	89	86	94	88
(8) CCCCCCCSc1nnc(-c2c(C)nc3ccc(Br)cn23)o1
→ 98	84	107	100	77	98	104	83
(9) O=C(Nc1ccccn1)c1noc2ccccc12
→ 103	72	106	98	78	97	90	84
(10) O=C1OC(c2nc3ccccc3s2)=C/C1=C\c1cccc([N+](=O)[O-])c1
→ 112	103	83	100	88	100	111	92
(11) CCCCOC(=N)N(CCCC)c1ccccc1
→ 123	102	104	.	96	103	99	104
(12) Oc1ccc(CN(Cc2ccc(C(F)(F)F)cc2)Cc2ccc(O)c3ncccc23)c2cccnc12
→ 32	-28*	31	24	-21*	3.5*	25	-33*
(13) COc1ccc2c(c1)C(NCCCCCCNc1cc(C)[n+](C)c3ccc(OC)cc13)=CC(C)N2C (centres undefined)
→ 54	88	72	79	76	68	85	71
(14) O=C1/C(=C\c2cccn2CCCCCn2c3ccccc3c(=O)c3ccccc32)c2ccccc2N1c1c(Cl)cccc1Cl
→ 113	100	108	108	83	97	101	96
(15) Cc1ccc(C(=O)/C=C/c2ccccc2)s1
→ 114	121	99	.	97	87	102	100
(16) Oc1ccccc1/C=N/c1ccccn1
→ 117	91	122	115	106	100	98	97
(17) Cc1cc(=O)[nH]c2c1sc(=O)n2CCC(=O)Nc1ccccc1
→ 119	117	101	105	92	98	101	97
(18) Nc1ccccc1SC1CC(=O)N(c2ccc(I)cc2)C1=O (centres undefined)
→ 91	89	92	76	83	88	87	88
(19) Cc1ccc(S(=O)(=O)N(CCOc2ccc(/C(N)=N/Cl)cc2)CCOc2ccc(/C(N)=N\Cl)cc2)cc1
→ 122	109	106	94	96	101	98	68
(20) CC[C@@H](C)[C@@H]1NC(=O)Nc2nc3ccccn3c2C1=O
→ 103	94	99	94	112	102	87	104

Arranged by count of non-hydrogen atoms (rising): 15 of the compounds above.
Second line of a record: SK-MEL-28	UACC-257	MDA-MB-435	MALME-3M	UACC-62	M14	SK-MEL-2	SK-MEL-5
(16) Oc1ccccc1/C=N/c1ccccn1
→ 117	91	122	115	106	100	98	97
(7) COc1ccc(/C=C2\SC(=O)NC2=O)cc1
→ 101	90	97	86	89	86	94	88
(9) O=C(Nc1ccccn1)c1noc2ccccc12
→ 103	72	106	98	78	97	90	84
(4) COc1cc2c3c([nH]c(=O)c2cc1OC)CCCC3
→ 104	106	100	114	101	102	101	99
(3) Cc1nc(Cl)c2c(n1)N(C)c1ccc(Cl)cc1C(C)C2 (centres undefined)
→ 105	88	86	96	65	87	96	83
(2) O=C1N/C(=N/c2ccccn2)S/C1=C/c1ccc(Cl)cc1
→ 116	106	105	97	92	102	113	88
(18) Nc1ccccc1SC1CC(=O)N(c2ccc(I)cc2)C1=O (centres undefined)
→ 91	89	92	76	83	88	87	88
(17) Cc1cc(=O)[nH]c2c1sc(=O)n2CCC(=O)Nc1ccccc1
→ 119	117	101	105	92	98	101	97
(8) CCCCCCCSc1nnc(-c2c(C)nc3ccc(Br)cn23)o1
→ 98	84	107	100	77	98	104	83
(10) O=C1OC(c2nc3ccccc3s2)=C/C1=C\c1cccc([N+](=O)[O-])c1
→ 112	103	83	100	88	100	111	92
(6) CCN(CC)CCCNc1c2ccc(Cl)cc2nc2ccc(OC)cc12
→ -72*	33	-90*	-60*	50	-79*	-3.6*	-96*
(1) C#C[C@]1(O)CC[C@H]2[C@@H]3CC=C4c5sc(Nc6ccccc6)nc5CC[C@]4(C)[C@H]3CC[C@@]21C
→ -20*	30	34	26	20	2.6*	17	14
(12) Oc1ccc(CN(Cc2ccc(C(F)(F)F)cc2)Cc2ccc(O)c3ncccc23)c2cccnc12
→ 32	-28*	31	24	-21*	3.5*	25	-33*
(19) Cc1ccc(S(=O)(=O)N(CCOc2ccc(/C(N)=N/Cl)cc2)CCOc2ccc(/C(N)=N\Cl)cc2)cc1
→ 122	109	106	94	96	101	98	68
(14) O=C1/C(=C\c2cccn2CCCCCn2c3ccccc3c(=O)c3ccccc32)c2ccccc2N1c1c(Cl)cccc1Cl
→ 113	100	108	108	83	97	101	96

Compound profiles (already shown). Order of screens: SK-MEL-28, UACC-257, MDA-MB-435, MALME-3M, UACC-62, M14, SK-MEL-2, SK-MEL-5
CCN(CC)CCCNc1c2ccc(Cl)cc2nc2ccc(OC)cc12 reads -72*, 33, -90*, -60*, 50, -79*, -3.6*, -96*
O=C(Nc1ccccn1)c1noc2ccccc12 reads 103, 72, 106, 98, 78, 97, 90, 84

Next part
Second line of a record: SK-MEL-28	UACC-257	MDA-MB-435	MALME-3M	UACC-62	M14	SK-MEL-2	SK-MEL-5
(21) Brc1cc(C2CCCCC2)ccc1OCCCN1CCOCC1
→ 98	105	99	100	91	94	103	.
(22) O=C(/C=C/Nc1cc(-c2ccccc2)nn1-c1ccccc1)c1ccc(F)cc1
→ 97	99	94	97	64	97	94	94
(23) N#C/C(C(=O)c1ccccc1)=C1/C(=O)Nc2ccc(Br)cc21
→ 105	98	102	97	93	107	113	96
(24) O=C1NC(=O)C(Cc2ccc(OCc3ccc(-c4cccc(F)c4)cc3)cc2)S1 (centres undefined)
→ 96	85	88	79	69	88	94	75
(25) CC(=O)Nc1c(Cl)cc(Cl)cc1Cl
→ 111	104	101	102	101	105	107	110
(26) CC(C)(C)c1ccc(OC(=O)c2ccccc2O)cc1
→ 101	110	99	106	97	102	86	95
(27) C#CCOC(=O)[C@]12CC[C@@H](C(=C)C)[C@@H]1[C@H]1CC[C@@H]3[C@@](C)(CCC#N)[C@H](C(=C)C)CC[C@@]3(C)[C@]1(C)CC2
→ 86	73	75	75	62	75	82	86
(28) Nc1c(N2CC[N+]3(CCC[N+]4(CCNCC4)CC3)CC2)ncnc1N1CC[N+]2(CCC[N+]3(CCNCC3)CC2)CC1
→ 112	108	110	103	103	103	105	107
(29) COC(=O)Cc1nc2ccccc2o1
→ 105	97	93	102	86	98	113	71
(30) COc1ccc2c(c1)CC/C(=C\c1ccccn1)C2=O
→ .	96	86	89	.	93	90	.
(31) C=C(C)[C@@H]1CC[C@]2(C(=O)Nc3ccccn3)CC[C@]3(C)[C@H](CC[C@@H]4[C@@](C)(CCC#N)[C@H](C(=C)C)CC[C@]43C)[C@@H]12
→ 111	90	90	97	81	91	100	89
(32) Oc1ccc(-c2nn(-c3ccccc3)cc2-c2nc3ccccc3s2)cc1
→ 117	107	102	99	88	101	135	92
(33) N#Cc1ccc(NC(=O)c2cc(=O)[nH]c3ccccc23)cc1
→ 120	.	106	95	95	105	84	106
(34) COc1ccc(/C=C2\CCCC3=C2NC(C)=NC3c2ccc(OC)c(OC)c2)cc1OC (centres undefined)
→ 23	20	1.5*	-0.9*	11	-42*	5.9*	6.2*
(35) CCNCCNc1cc(-c2ccc(C(F)(F)F)cc2)c(C#N)c2nc3cc(Cl)c(Cl)cc3n12
→ -97*	-85*	-93*	-78*	-63*	-82*	.	-99*
(36) CCOc1cc(C2C(C#N)=C(c3cccs3)OC(NC)=C2[N+](=O)[O-])ccc1O (centres undefined)
→ 115	96	102	94	94	101	106	99
(37) O=c1[nH]c(=S)[nH]n1C(=S)n1[nH]c(=S)[nH]c1=O
→ 114	108	110	102	94	105	106	93
(38) O=C1c2cc(Br)ccc2Oc2cc([N+](=O)[O-])ccc2N1c1ccc(F)cc1F
→ 119	91	91	97	79	96	94	.
(39) Clc1nc(Cl)c2c(ncn2C/C=C\Cn2cnc3c(Cl)nc(Cl)nc32)n1
→ -50*	.	-45*	-85*	-79*	-11*	5.0*	-91*
(40) O=C1N/C(=N\c2nccs2)S/C1=C\c1ccc([N+](=O)[O-])cc1
→ 6.5*	8.5*	22	28	2.3*	5.7*	17	-8.1*
(41) N#C/C(=C\c1ccc(Br)cc1)n1nnc2cc(F)c(F)cc21
→ 43	51	4.8*	66	13	18	29	45
(42) COc1ccc(C(c2c[nH]c3ccccc23)N2CCCC2)cc1 (centres undefined)
→ 104	92	101	93	90	92	.	100
(43) Cn1cc(-c2csc(-c3cn(CCCN4CCCCC4)c4ccccc34)n2)c2cccnc21
→ -83*	-80*	-88*	-79*	.	-81*	101	-99*
(44) C/C(=N\Nc1ccc([N+](=O)[O-])cc1[N+](=O)[O-])c1ccc(Cl)cc1
→ 105	88	91	121	.	106	98	105
(45) Clc1ccc(N/N=C/c2ccc(-n3cccn3)cc2)cc1
→ 110	111	96	110	100	98	106	109
(46) Cc1ccc2c(c1)-c1cc3c(O)[nH]c(=S)n3c(=O)c1=N2
→ 107	101	100	94	95	97	96	102
(47) Cn1nc(N)c(C(=O)NN)c1Nc1ccccc1
→ 102	105	105	101	93	104	107	99
(48) Cc1cc(O)c(C(C)C)cc1N=Cc1ccc(Cl)cc1Cl
→ 108	105	109	112	81	94	99	97
(49) COc1cc(/C=C2\Cc3ccccc3C2=O)cc(OC)c1OC
→ 106	120	101	95	94	92	103	96
(50) CN(C)c1ccc(C(=O)Nc2ncc(C#N)s2)cc1
→ 106	118	96	118	112	112	127	118
(51) NC(=S)NS(=O)(=O)c1ccc(N)cc1
→ 109	101	104	97	119	106	109	101
(52) O=C(O)CNC(=O)Cc1ccccc1
→ 101	106	100	.	100	90	114	99
(53) O=c1cc(CCc2ccccc2)[nH]c(=O)[nH]1
→ 103	.	104	105	100	105	114	99
(54) CCOP(=O)(OCC)C(NC(=O)Cc1ccccc1)C(=O)N1CCC(O)CC1 (centres undefined)
→ 108	102	100	100	102	99	107	104
(55) O=C(O)c1ccc(-n2cc(C(=O)O)c(-c3ccc(F)cc3F)n2)cc1
→ 111	111	106	80	105	91	103	108
(56) Oc1cccnc1
→ 109	94	99	123	96	95	97	107
(57) CCCCC(=O)Nc1cccc(NC(=O)c2cccc(F)c2)c1
→ 105	107	96	97	99	105	102	104
(58) O=c1oc2cc(OS(=O)(=O)C3CC3)ccc2c2c1CCCCCC2
→ 94	93	95	95	71	81	103	37
(59) O/N=C(/CSc1nnc(-c2ccc(Cl)cc2)o1)c1ccc(Cl)cc1
→ 97	106	83	102	57	84	93	67
(60) N=C(N)c1ccc(-c2ccc(-c3ccc(F)cc3)o2)o1
→ 65	58	-77*	42	58	-54*	36	22
(61) CCN(CC)CC(O)c1ccc2ccc3ccccc3c2c1 (centres undefined)
→ 102	102	88	94	103	102	139	82
(62) C=C(C)c1ccc(C)c(C)c1
→ 106	98	109	107	113	111	107	.
(63) CC(C)NCCCNC1=C(Cl)C(=O)c2ccccc2C1=O
→ 112	3.0*	-66*	-78*	93	74	125	44
(64) O=C(O)c1ccc(-c2nn(-c3ccc(C(=O)O)cc3)cc2/C=N/Nc2ccc(F)cc2F)cc1
→ 103	94	107	111	100	99	99	102
(65) CN1C(=O)N2CCc3c([nH]c4ccccc34)C2c2ccccc21 (centres undefined)
→ 112	87	102	94	83	88	53	85
(66) O=c1[nH]c2c(c(=O)[nH]1)OCN(Cc1ccccc1)C2
→ 117	104	106	122	99	98	101	115
(67) Nc1nn2c(-c3cc4cc(Br)ccc4oc3=O)ccnc2c1N=Nc1ccc(S(N)(=O)=O)cc1
→ 81	101	79	71	84	62	95	64
(68) O=C(O)/C(Cc1ccco1)=N\O
→ 110	80	97	90	87	117	125	105
(69) N#Cc1c(-c2cn(-c3ccccc3)nc2-c2ccc(OCc3ccccc3)cc2)cc(-c2ccc(Cl)cc2)oc1=N
→ 101	105	97	123	83	94	95	94
(70) CC(=O)c1c(C)cc(C(C)(C)C)cc1C
→ 101	91	110	87	94	117	95	104
(71) COc1ccc(-c2nc(-c3cn(C)c4ncccc34)cs2)cc1
→ 38[100 µM]	18[100 µM]	-44*[100 µM]	-55*[100 µM]	-20*[100 µM]	-70*[100 µM]	1.1*[100 µM]	-83*[100 µM]
(72) C=CN(C(=O)N1CCN(c2cc3c(cc2F)c(=O)c(C(=O)O)cn3C2CC2)CC1)c1nc(-c2ccc(C)cc2)cs1
→ 42	54	22	48	29	31	35	27
(73) O=C(CN1C(=O)/C(=C/c2ccco2)SC1=S)NCCc1c[nH]c2ccc(F)cc12
→ 112	113	104	108	88	106	119	100
(74) O=C(NCc1ccco1)Nc1cccc2c(NC(=O)NCc3ccco3)cccc12
→ 91[100 µM]	112[100 µM]	40[100 µM]	111[100 µM]	97[100 µM]	66[100 µM]	78[100 µM]	90[100 µM]
(75) NC(=N\N=C/c1ccccc1[N+](=O)[O-])/C(N)=N\N=C/c1ccccc1[N+](=O)[O-]
→ 118	113	101	146	108	111	98	105
